GAA glycogen mod: inhibitors or activators of human alpha-glucosidase glycogen cleavage; 300,000 compounds, 0.38% hits; Potency, µM (series often up to 76.4 µM), for the others: at the highest dose activity change, negative = inhibition, usual class: inhibitors; AID 2100; P10253; recombinant GAA, glycogen substrate, Amplex Red glucose oxidase fluorescence;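 also: 0% = full enzyme reaction and -100% = no-enzyme basal signal; the screen sought inhibitors and activators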
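Natural-substrate format: glycogen cleavage by 4 nM human enzyme, glucose read by Amplex Red coupling (Ex 573, Em 610 nm). Normalized to enzyme and no-enzyme controls.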
aGal spleen mod: inhibitors or activators of human alpha-galactosidase in spleen homogenate | 240,000 compounds, 0.008% hits | human spleen homogenate, 4MU-alpha-Gal fluorescence, 40 min | Potency, µM (series often up to 80 µM), for the others: at the highest dose activity change, negative = inhibition, most hits filed as inhibitors;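 also: 0% = enzyme with vehicle and -100% = no enzyme basal signal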
Target sequence (P06280 32-429 limits assumed): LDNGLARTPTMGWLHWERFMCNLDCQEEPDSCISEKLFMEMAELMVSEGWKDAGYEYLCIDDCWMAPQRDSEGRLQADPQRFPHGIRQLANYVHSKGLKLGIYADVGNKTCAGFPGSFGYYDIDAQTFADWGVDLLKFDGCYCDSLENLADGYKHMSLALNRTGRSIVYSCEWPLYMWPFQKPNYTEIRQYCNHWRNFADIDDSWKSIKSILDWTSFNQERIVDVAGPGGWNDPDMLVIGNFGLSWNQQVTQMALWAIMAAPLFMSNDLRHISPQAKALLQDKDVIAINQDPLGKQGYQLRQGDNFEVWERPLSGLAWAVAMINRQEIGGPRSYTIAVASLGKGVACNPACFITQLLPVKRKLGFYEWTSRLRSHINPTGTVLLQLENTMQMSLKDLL
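Spleen homogenate 1 ug + cpd (titration) + 4-MU-alpha-D-galactopyranoside 1 mM; 37C 40 min; 50 mM citrate/phosphate pH 5.0, 0.01% Tween-20; stop pH 10; fluorescence 365/440; AC50 via Hill.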
JMJD2E inh: inhibitors of human JMJD2E histone demethylase | 230,000 compounds, 1.6% hits | Potency, µM (top dose mostly 57.1 µM), for the others: at the top dose activity change, negative = inhibition, usual class: inhibitors | JMJD2E catalytic domain, FDH-coupled NADH fluorescence (FDH is formaldehyde dehydrogenase) | AID 2147; active = well fitted inhibition curve with a large enough effect, not every such curve was filed as active; inconclusive = small, poorly fitted or top-dose-only effect, or another doubt; inactive = no such curve, though single readings can be large or run the other way;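 also: 0% = wells with enzyme and -100% = buffer wells without enzyme; nearly all actives have a fitted effect of over 50% in size; many of its hits are not listed in these tables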
Target sequence (B2RXH2 1-337 limits assumed): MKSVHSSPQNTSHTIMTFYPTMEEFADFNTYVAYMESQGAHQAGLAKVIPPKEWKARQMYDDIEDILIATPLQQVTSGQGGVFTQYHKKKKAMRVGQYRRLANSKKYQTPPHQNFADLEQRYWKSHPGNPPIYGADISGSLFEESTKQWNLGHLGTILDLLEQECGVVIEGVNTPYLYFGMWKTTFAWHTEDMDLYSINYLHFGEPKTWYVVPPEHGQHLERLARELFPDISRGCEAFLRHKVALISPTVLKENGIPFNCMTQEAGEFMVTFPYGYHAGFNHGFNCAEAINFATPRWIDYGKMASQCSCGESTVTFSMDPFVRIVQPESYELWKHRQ
SMN2 splice up: increases expression of the SMN2 splice variant | Potency, µM (highest dose often 46.1 µM), for the others: at the top dose activity change, positive = activation, usual class: activators | 210,000 compounds, 2.8% hits | HEK293 SMN2-luciferase splicing reporter, luminescence, 30-36 h; also: % of control where 0% means no effect; nearly all actives have a fitted effect of over 55% in size
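qHTS luciferase splicing reporter: luminescence rises when SMN2 exon 7 is included in transfected HEK293 cells. Compound exposure lasted 30-36 h at 37C, with 4.5 mM final sodium butyrate as control, followed by a ONE-Glo read.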
GAA spleen mod: inhibitors or activators of human alpha-glucosidase in spleen homogenate; Potency, µM (titrated, usually from 79.9 µM), for the others: top-dose activity change, negative = inhibition, actives largely listed as inhibitors; P10253; human spleen homogenate, 4-MU-alpha-glucoside fluorescence; 240,000 compounds, 0.006% hits;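 also: 0% = enzyme with vehicle and -100% = no enzyme basal signal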
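Enzyme source: human spleen homogenate, 1 ug/well. Buffer 50 mM citric acid/K phosphate pH 5.0, 0.01% Tween-20. 4-MU-alpha-glucoside 1 mM; 37 C x 40 min; NaOH/glycine stop; fluorescence.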
RGS12 GoLoco inh: blocks human Gai1 binding to RGS12 GoLoco peptide, red readout | P63096 | Gai1:RGS12 GoLoco peptide FP, rhodamine, 10 min | Potency, µM (top dose mostly 61.6 µM), inactives show at the top dose activity, negative = inhibition, usual class: inhibitors | 230,000 compounds, 0.44% hits; active = well fitted inhibition curve with a large enough effect, not every such curve was filed as active; inactive = no such curve, though single readings can be large or run the other way; also: % is scaled to controls: 0 for no effect and ±100 for the full control effect; nearly all actives have a fitted effect of over 30% in size; many of its hits are not listed in these tables
Target sequence (P63096 whole entry, looked up): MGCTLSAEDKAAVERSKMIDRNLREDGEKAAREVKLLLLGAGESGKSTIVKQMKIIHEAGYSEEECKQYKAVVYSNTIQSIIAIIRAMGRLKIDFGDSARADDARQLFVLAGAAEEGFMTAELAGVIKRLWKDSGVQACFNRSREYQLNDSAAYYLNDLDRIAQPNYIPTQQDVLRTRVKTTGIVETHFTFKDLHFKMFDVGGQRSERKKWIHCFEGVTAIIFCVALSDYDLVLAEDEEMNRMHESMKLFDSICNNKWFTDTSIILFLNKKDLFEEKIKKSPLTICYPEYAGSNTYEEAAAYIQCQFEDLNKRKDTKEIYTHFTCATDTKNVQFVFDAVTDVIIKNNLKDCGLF
GAA inhib: inhibitors of human lysosomal alpha-glucosidase; P10253; Potency, µM (titrated, usually from 76.9 µM), for inactives: at the highest dose activity change, negative = inhibition, hits mostly inhibitors; AID 1466; 200,000 compounds, 0.005% hits; purified human GAA, 4-MU-alpha-glucoside fluorescence;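 also: plate controls were uninhibited enzyme wells for no effect and no-enzyme background for full effect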
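qHTS format, compound range up to 77 uM. Human lysosomal enzyme at 4 nM, 400 uM 4-MU glucoside substrate, pH 5.0, 20 min room temperature; fluorescence after alkaline stop gives activity normalized to controls.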
ALDH1A1 block: inhibitors of human aldehyde dehydrogenase 1A1; P00352; Purified ALDH1A1, NADH fluorescence, propionaldehyde substrate; AID 1030; 220,000 compounds, 7.3% hits; Potency, µM (series often up to 75.3 µM), for inactives: at the highest dose activity, negative = inhibition, actives largely listed as inhibitors; active = well fitted inhibition curve with a large enough effect, not every such curve was filed as active; inconclusive = small, poorly fitted or top-dose-only effect, or another doubt; inactive = no such curve, though single readings can be large or run the other way;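 also: plate controls were no enzyme wells and a reference inhibitor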
* marks the source's active call; other numbers are inactive results; ? = inconclusive; . = not tested or not shown; & = joins results of further samples; [ ] = dose if it differs, or a comment. Unless noted, calls follow the shape of the dose curve; as a rule, active = well fitted curve in the direction sought with a large enough effect; inconclusive = small, poorly fitted or top-dose-only effect, or another doubt; inactive = no such curve, though single readings can be large; an effect the other way counts as inactive or inconclusive. Potency is read from the fitted curve at half-maximal effect. Some of the compounds tested; the hit share may differ from the screen's.

Start of the listing, in advance:
SMILES	GAA glycogen mod	aGal spleen mod	JMJD2E inh	SMN2 splice up	GAA spleen mod	RGS12 GoLoco inh	GAA inhib	ALDH1A1 block
CCc1ccc(CN2CCCC(CCC(=O)N3CCN(c4ccccn4)CC3)C2)o1 (configuration not stated)	2%	-2%	?	.	8%	-5%	.	.
Cc1cc(NC(=O)CSc2nnc(NC(=O)C3CC(=O)N(c4ccccc4C)C3)s2)no1 (configuration not stated)	5%	10%	-6%	35%	-6%	34%[activator]	5%	20µM*
Cc1ccc(S(=O)(=O)NC(CC(=O)N2CCOCC2)c2ccco2)cc1 (configuration not stated)	5%	1%	3%	?	-4%	-37%	-5%	13µM*
Cc1ccc(S(=O)(=O)N2CCN(CC(=O)N/N=C/c3cc([N+](=O)[O-])ccc3Cl)CC2)cc1	-19%	3%	-7%	.	-4%	.	?	?

Main list, repeating the preview:
SMILES	GAA glycogen mod	aGal spleen mod	JMJD2E inh	SMN2 splice up	GAA spleen mod	RGS12 GoLoco inh	GAA inhib	ALDH1A1 block
CCc1ccc(CN2CCCC(CCC(=O)N3CCN(c4ccccn4)CC3)C2)o1 (configuration not stated)	2%	-2%	?	.	8%	-5%	.	.
Cc1cc(NC(=O)CSc2nnc(NC(=O)C3CC(=O)N(c4ccccc4C)C3)s2)no1 (configuration not stated)	5%	10%	-6%	35%	-6%	34%[activator]	5%	20µM*
Cc1ccc(S(=O)(=O)NC(CC(=O)N2CCOCC2)c2ccco2)cc1 (configuration not stated)	5%	1%	3%	?	-4%	-37%	-5%	13µM*
Cc1ccc(S(=O)(=O)N2CCN(CC(=O)N/N=C/c3cc([N+](=O)[O-])ccc3Cl)CC2)cc1	-19%	3%	-7%	.	-4%	.	?	?
CCn1c(C)c(P(c2ccccc2)c2ccccc2)[n+]2ccccc12	3%	-5%	-10%	-50%[inhibitor]	-2%	7%	1%	7%
CCNC(=O)COc1ccc(-c2ccccc2)cc1	-5%	3%	-1%	?	-5%	-18%	-2%	6%
CCOC(=O)c1ccc(NC(=O)N(CC)CC)cc1	-1%	-4%	-1%	11µM*	-11%	5%	0%	12%
CC1CC1C(=O)OCC(=O)Nc1ccc2[nH]c(=O)[nH]c2c1 (configuration not stated)	-5%	4%	-2%	-2%	2%	0%	-3%	-5%
O=C(O)CSCC(=O)Nc1cccc(C(F)(F)F)c1	2%	-2%	-4%	-4%	2%	-6%	-3%	-4%
O=C1NC2(CCc3ccccc3C2)C(=O)N1CCOc1cccc(Cl)c1 (configuration not stated)	-1%	-6%	-3%	5%	-5%	-2%	1%	-4%
O=C1CC(SCc2nc3ccccc3[nH]2)C(=O)N1c1ccc(F)c(Cl)c1 (configuration not stated)	-7%	-5%	?	-5%	-6%	12%	-1%	5µM*
NC(=O)c1ccsc1NC(=O)c1ccc2c(c1)CCCC2	-4%	-4%	-24%	1.6µM*	-3%	10%	-1%	2%
Cc1ccc(-n2c(SCC3CNC(=O)O3)nnc2-c2ccccc2)cc1C (configuration not stated)	-4%	2%	15%	-2%	-1%	3%	4%	?
COc1ccc(NC(=O)C2CCCN2S(=O)(=O)c2ccc3c(c2)CCC(=O)N3)cc1Cl (configuration not stated)	-6%	1%	-9%	-12%	-1%	4%	-8%	-4%
O=C(OCC(=O)N1CCN(C(=O)c2ccco2)CC1)c1cc(S(=O)(=O)Nc2ccc(Cl)cc2)ccc1O	1%	4%	?	-2%	4%	-1%	?	14µM*
COCCn1c(SCC(=O)Nc2ccccc2OC)nc2ccccc21	-1%	-1%	15%	-3%	-1%	6%	-2%	-11%
CCOC(=O)c1oc2ccc(S(=O)(=O)n3nc(-c4ccc(C)cc4)cc3N)cc2c1C	9%[76.3 µM]	13%	-5%	-3%&-51%	5%	2%	?	-5%
CC(C)OC(=O)CSc1nnc(Cc2ccccc2)n1Cc1ccco1	6%	-2%	8%	-16%	-10%	12%	-1%	?
Cc1nc(COC(=O)c2ccc(S(=O)(=O)N3CCCC3)cc2)cs1	6%	2%	6%	9%	-4%	10%	-17%	10%
O=C(Cn1cnc2ccccc2c1=O)Nc1nnc(C2CC2)s1	-3%	1%	-13%	-1%	-2%	-1%	-3%	10%
CCOC(=O)C1(CC2CC2)CCN(C(=O)c2cc(C)nc3ccc(CC)cc23)CC1	-19%	7%	-4%	9%	-5%	9%	0%	5%
COc1ccc(-n2ncc3c(N4CCN(Cc5ccccc5)CC4)ncnc32)cc1	18%	-5%	?	.	3%	6%	-1%	?
O=c1nc2ccccc2c2n1CC(CN1CCN(Cc3ccccc3)CC1)N2 (configuration not stated)	4%	13%	-1%	-18%	4%	6%	4%	?
COC(=O)COc1ccc2c(-c3cccc([N+](=O)[O-])c3)cc(=O)oc2c1	?	11%	-1%	?	-3%	15%	-29%[15.4 µM]	?
O=C(CCNc1ccc(Br)cc1)c1cccc([N+](=O)[O-])c1	21%	-2%	-9%	5%	-7%	15%	13%	0.63µM*
Continued.
SMILES	GAA glycogen mod	aGal spleen mod	JMJD2E inh	SMN2 splice up	GAA spleen mod	RGS12 GoLoco inh	GAA inhib	ALDH1A1 block
Cn1c(=O)c2c(nc(-n3ccnc3)n2Cc2ccc([N+](=O)[O-])cc2)n(C)c1=O	6%	-1%	-2%	?	-1%	2%	-5%	3%
O=C(NCCc1nc2ccccc2[nH]1)c1cc([N+](=O)[O-])cc([N+](=O)[O-])c1	-5%	6%	-4%	-2%	0%	-4%	0%	13%
C1=C(CCNc2nnnn2-c2ccccc2)CCCC1	4%	9%	1%	?	1%	-10%	3%	?
O=C(Nc1cccnc1)C1CCCN(S(=O)(=O)c2ccccc2)C1 (configuration not stated)	-4%	-4%	-4%	1%	-4%	4%	-9%	6%
CN(CCn1ccnc1)C(=O)CC1C(=O)NCCN1Cc1ccccc1C(F)(F)F (configuration not stated)	1%	-2%	7%	.	-6%	-1%	-9%	9%
Cc1ccc(S(=O)(=O)NNC(=O)c2c(O)c3ccccc3[nH]c2=O)cc1	-11%	4%	-13%	.	7%	-1%	-15%	7%
CCOC(=O)c1[nH]c(C)c(C(=O)Nc2cccc(Cl)c2C)c1C	-1%	7%	3%	.	0%	15%	-1%	1%
CC1=CC2C(=O)c3cccc(O)c3C(=O)C2C(O)=C1 (configuration not stated)	.	1%	-13%	-4%	10%	-3%	.	?
O=C(CSc1ncccc1-c1nc2ccccc2[nH]1)N1CCCCC1	-15%	?	?	5%	?	31%[activator]	?	?
COc1ccc(/C=C(\C#N)C(=O)NC2CCS(=O)(=O)C2)cc1OC (configuration not stated)	12%	-3%	-21%	-4%	-4%	3%	-2%	6%
CN1CCN(CC(O)COc2ccc(C34CC5CC(CC(C5)C3)C4)cc2)CC1 (configuration not stated)	-27%	1%	8%	-12%	-9%	4%	-1%	-2%
Cc1cc(C)n2nc(N)c(N=Nc3ccc(Cl)cc3)c2n1	-1%	0%	-3%	-17%	5%	1%	2%	8%
CCOc1ccc(N(CC(=O)Nc2cccc(N(C)S(C)(=O)=O)c2)S(=O)(=O)c2ccccc2)cc1	0%	-6%	-2%	-27%	-6%	2%	?	-6%
Nc1nnc(/C=C/c2ccccc2Cl)s1	1%	7%	?	.	-6%	0%	4%[15.4 µM]	?
COc1cccc(C(=O)NNC(=O)Cc2ccc(Cl)cc2)c1	12%	-1%	6%	7%	-3%	10%	-11%	10%
Cc1ccc(S(=O)(=O)/C=C/C#N)cc1	.	-7%&11%	.	15%	-1%&1%	-19%	.	0.056µM*
O=C(COC(=O)c1ccc(Br)o1)Nc1ncc(Cl)cc1Cl	-13%	5%	15%	1%	-6%	24%	-4%	19µM*
CCCc1nnc(NC(=O)COC(=O)c2cc(C)nc3ccccc23)s1	4%	3%	6%	4%	-9%	-2%	-2%	16%
CCOC(=O)C1CCCN(CCC(=O)Nc2ccc3c(c2)CCC3)C1 (configuration not stated)	2%	-5%	8%	.	-2%	7%	6%	?
Cc1ccc2c(N)c(C)ccc2c1	?	11%	?	-5%	1%	7%	1%	?
COc1ccc(S(=O)(=O)N2CCOCC2)cc1NC(=O)CSc1nnc(C2CC2)n1N	0%	3%	7%	-1%	-16%	5%	-2%	-2%
O=C1OC(N2CCN(C(=O)c3ccco3)CC2)c2ccccc21 (configuration not stated)	-10%	-3%	3%	25%	3%	0%	-1%	-3%
CC1Cn2c(CCc3ccccc3)nnc2S1 (configuration not stated)	-1%	-2%	-10%	?	-3%	-10%	0%	?
CN(C)c1ccc(C(=S)Nc2ccccc2)cc1	-6%	4%	-5%	26%	0%	-9%	-10%	?
O=C(NCCNC(=O)c1ccco1)c1cccc(F)c1	-1%	-2%	-1%	-7%	-2%	-7%	?	14%
Following part.
SMILES	GAA glycogen mod	aGal spleen mod	JMJD2E inh	SMN2 splice up	GAA spleen mod	RGS12 GoLoco inh	GAA inhib	ALDH1A1 block
Nc1oc2ccc(F)cc2c(=O)c1C=O	2%	3%	4%	13%	2%	29%	5%	6%
Cc1ccc(C(=O)Nc2ccc(S(=O)(=O)N3CCCC3)cc2)s1	-1%	2%	?	.	3%	40%[activator]	-1%	?
C=CCOc1ccc(C=Nc2cccc(Cl)c2)c(O)c1	-7%	8%	4%	-4%[1.84 µM]	4%	-1%	-5%	3%
CCN(CC)S(=O)(=O)c1cccc(C(=O)N[C@H](C(=O)NCc2ccccc2F)C(C)C)c1	3%	-1%	4%	-8%	-8%	8%	-6%	-13%
Cc1nc(N2CCOCC2)nc(Oc2ccccc2F)c1[N+](=O)[O-]	-15%	-6%	-11%	.	2%	-10%	.	.
O=C(O)/C=C/c1ccc(OCCCF)cc1	3%	-2%	-10%	4%	-2%	5%	-8%	-5%
CC(NC(=O)COc1ccc(Oc2ccccc2)cc1)C(=O)O (configuration not stated)	0%	-2%	0%	-2%	-4%	-8%	3%	6%
CN(C)/N=N\c1nc[nH]c1C(N)=O	.	-1%[29.1 µM]	-3%[25.5 µM]	-16%[20.6 µM]	-4%[29.1 µM]	-1%[21.6 µM]	.	-6%[20.9 µM]
CC(OC(=O)c1ccc2c(=O)n3c(nc2c1)CCCCC3)C(=O)Nc1ncc(Cl)cc1Cl (configuration not stated)	2%	10%	-5%	-8%	14%	8%	8%	?
Cc1n[nH]c(C)c1C(=O)CC1(O)C(=O)N(CCc2ccccc2)c2ccc(Cl)cc21 (configuration not stated)	7%	3%	4%	-26%	-7%	5%	-6%	?
Cc1cc([N+](=O)[O-])cnc1N1CCOCC1	10%	-9%	7%	-5%	-6%	6%	-13%	-3%
